High-throughput results deposited in PubChem BioAssay by National Center for Advancing Translational Sciences (NCATS).
HTT aggregate: reduces HttQ103-GFP aggregates in PC12 cells; actives 1.1% (n = 220,000); PC12 HttQ103-GFP aggregates, Acumen cytometry, 40 h; Potency, µM (series often up to 46.1 µM), for the others: top-dose activity change, negative = inhibition, hits mostly inhibitors; also: potency is read from the fitted curve at half-maximal effect; % is scaled to controls: 0 for no effect and ±100 for the full control effect; nearly all actives have a fitted effect of over 60% in size
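Using laser scanning cytometry, GFP-positive aggregates were counted after lysis of PC12 cells induced with 100 nM tebufenozide to express HTT exon 1 Q103–GFP. Compounds were tested in titration.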
CBFb-RUNX1 inh: CBF-beta/RUNX1 interaction disruption | Potency, µM (top dose mostly 59.8 µM), inactives show at the highest dose activity, negative = inhibition, usual class: inhibitors | AlphaScreen CBFb-His/RUNX1-biotin binding, biochemical | AID 1477 | 230,000 tested, under 10 active | Q01196+Q13951; also: % of control where 0% means no effect
Target sequence (Q01196 whole entry, looked up): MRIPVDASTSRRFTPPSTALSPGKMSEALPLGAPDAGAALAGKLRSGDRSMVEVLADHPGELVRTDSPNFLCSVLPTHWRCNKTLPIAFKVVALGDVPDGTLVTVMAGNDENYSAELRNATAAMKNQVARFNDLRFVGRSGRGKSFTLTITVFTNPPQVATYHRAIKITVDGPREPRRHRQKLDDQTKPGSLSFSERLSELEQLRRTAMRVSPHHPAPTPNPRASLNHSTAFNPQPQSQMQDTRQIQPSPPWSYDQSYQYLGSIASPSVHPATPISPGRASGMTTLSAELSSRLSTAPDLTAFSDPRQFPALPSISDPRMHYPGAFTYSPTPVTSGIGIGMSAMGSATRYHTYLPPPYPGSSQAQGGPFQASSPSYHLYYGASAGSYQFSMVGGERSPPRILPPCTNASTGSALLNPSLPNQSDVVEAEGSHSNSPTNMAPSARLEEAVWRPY
Target sequence (Q13951 whole entry, looked up): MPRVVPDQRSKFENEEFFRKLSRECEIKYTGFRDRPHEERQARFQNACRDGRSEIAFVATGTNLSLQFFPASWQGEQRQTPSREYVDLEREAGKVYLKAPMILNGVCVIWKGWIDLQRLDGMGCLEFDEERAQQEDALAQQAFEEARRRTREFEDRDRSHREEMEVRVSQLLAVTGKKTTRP
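Proteins preincubated together for 20 min at RT before compound addition; 15 min later, nickel and streptavidin beads were added and left 90 min prior to AlphaScreen measurement.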
LMNA splice mod: changes lamin A minigene splicing in HeLa cells. HeLa LMNA splicing GFP/RFP minigene ratio, 48 h. Potency, µM (doses to about 46.1 µM), for inactives: at the highest dose ratio change, negative = inhibition, most hits filed as inhibitors. actives 0.01% (n = 200,000). AID 1487; active = well fitted inhibition curve with a large enough effect in the signal ratio, with a control signal flat, not every such curve was filed as active; inconclusive = small, poorly fitted or top-dose-only effect, or effect the other way, or a change in a side signal; the % refers to the signal ratio; also: potency is read from the fitted curve at half-maximal effect; % is scaled to controls: 0 for no effect and ±100 for the full control effect
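S3 HeLa cells stably expressing lamin A-EGFP splicing minigene plus DsRed2, 600 cells/well, 48 h compound exposure at 37C. Laser-scanning cytometry; analysed as GFP (500-530 nm)/RFP (575-640 nm) total intensity ratio; 0.5% DMSO vehicle.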
Epigenetic reg: regulators of epigenetic silencing causing reporter derepression in mouse cells; murine LDR cells, GFP reporter derepression, 30 h; Potency, µM (titrated, usually from 53.9 µM), for inactives: at the highest dose GFP activation, most hits filed as activators; actives 0.2% (n = 280,000); AID 1865; also: potency is read from the fitted curve at half-maximal effect; % of control where 0% means no effect; nearly all actives have a fitted effect of over 60% in size
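In this reporter-derepression format, murine cells bearing a silenced integrated CMV-GFP locus incubate with test compound (30 h, 37 C), then are washed and imaged; fluorescent objects of 20–120 um count as induced cells.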
NPSR antag: antagonists of human neuropeptide S receptor cAMP signaling | Q6W5P4 | CHO-NPSR cells, cAMP TR-FRET, antagonist mode | Potency, µM (top dose mostly 38.3 µM), for inactives: top-dose activity change, negative = inhibition, hits mostly inhibitors | actives 1% (n = 220,000) | AID 1461; also: potency is read from the fitted curve at half-maximal effect; % is scaled to controls: 0 for no effect and ±100 for the full control effect; nearly all actives have a fitted effect of over 50% in size; many of its hits are not listed in these tables
Target sequence (Q6W5P4 whole entry, looked up): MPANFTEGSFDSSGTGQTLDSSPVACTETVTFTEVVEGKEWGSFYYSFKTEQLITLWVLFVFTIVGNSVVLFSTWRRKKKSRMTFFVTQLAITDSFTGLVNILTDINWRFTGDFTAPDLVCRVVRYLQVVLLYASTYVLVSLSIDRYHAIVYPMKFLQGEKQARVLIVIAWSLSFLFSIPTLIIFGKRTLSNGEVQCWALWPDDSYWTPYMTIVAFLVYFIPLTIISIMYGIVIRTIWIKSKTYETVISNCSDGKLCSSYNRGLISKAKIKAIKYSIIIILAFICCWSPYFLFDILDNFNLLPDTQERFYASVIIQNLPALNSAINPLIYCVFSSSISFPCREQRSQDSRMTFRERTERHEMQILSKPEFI
IMPase Li inh: membrane-permeable IMPase blocker, potentiated with lithium; CHO-M1 cells, IP1 TR-FRET (IP-One), carbachol + lithium; Potency, µM (top dose mostly 59.4 µM), for the others: at the highest dose activity, negative = IMPase inhibition, usual class: inhibitors; actives 0.35% (n = 210,000); AID 1457;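 also: IP1 builds up when IMPase is blocked and the TR-FRET signal falls; potency is read from the fitted curve at half-maximal effect; plate controls were basal vehicle for no effect and high inhibitor control for full effect; nearly all actives have a fitted effect of over 50% in size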
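Steps: plate 2000 CHO-M1 cells per well and culture 16–30 h; add compound and lithium; incubate 30 min, 37C; add d2-IP1 tracer and Eu cryptate anti-IP1 antibody in lysis buffer; read after 10 min at room temperature.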
Luc counter: Kinase-Glo luciferase inhibition (counter-screen). Q27757. Kinase-Glo luciferase, ATP luminescence, 8 min. Potency, µM (highest dose often 38.3 µM), for the others: top-dose activity change, negative = inhibition, most hits filed as inhibitors. actives 0.28% (n = 200,000). AID 1379; also: potency is read from the fitted curve at half-maximal effect; % is scaled to controls: 0 for no effect and ±100 for the full control effect; nearly all actives have a fitted effect of over 60% in size
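Light output from Kinase-Glo luciferase with luciferin and 10 uM ATP in 50 mM imidazole pH 7.2, KCl, MgCl2, Tween 20, BSA; compound pin-delivered, 8-min ambient incubation, then luminescence read.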
Starred values were filed as active, the others as inactive; ? = inconclusive; nt = not tested or not shown; & = joins results of further samples; [ ] = remark or other dose. Unless noted, calls follow the shape of the dose curve; as a rule, active = well fitted curve in the direction sought with a large enough effect; inconclusive = small, poorly fitted or top-dose-only effect, or another doubt; inactive = no such curve, though single readings can be large; an effect the other way counts as inactive or inconclusive. An excerpt; count on the stated rates, not on these rows.

SMILES	HTT aggregate	CBFb-RUNX1 inh	LMNA splice mod	Epigenetic reg	NPSR antag	IMPase Li inh	Luc counter
Cc1cc(C(=O)N/N=C/c2cccn2C)no1	0%	-7%	6%	1.3%	6%	4%	-1%
CON/C=C(\C=Nc1ccc(Cl)cc1)c1ncc(C(F)(F)F)cc1Cl	5%	-1%	-1%	-0.9%	-2%[46.1 µM]	-2%	13%
CCc1nc(N2CCCC(C)C2)c2oc3ccccc3c2n1 (configuration not stated)	?	22%	?	-1.9%	?	nt	nt
CCOC(=O)c1csc(Nc2nc3ccc(F)cc3s2)n1	-1%	-1%	?	?	?	9%[38.3 µM]	-9%
C1CCCC(NC2=NCCO2)CCC1	5%[9.22 µM]	-1%	nt	0.1%	-13%	nt	nt
Cc1[nH]c2ccccc2c1C(=O)CN1CCSCC1	10%	-5%	?	-0.7%	-1%[46.1 µM]	-1%[38.3 µM]	-4%
CCOC(=O)N1CCN(C(=O)c2ccc(NC(=O)CC)cc2)CC1	0%	-5%	-1%	7.3%	2%[46.1 µM]	4%[38.3 µM]	-1%
CC1=NN(C(=O)CCCc2ccccc2)C(O)(C(F)(F)F)C1 (configuration not stated)	1%[9.22 µM]	16%	nt	-1.3%	8%	2%	-7%
COc1cccc(-c2nnn(CCc3nn[nH]n3)n2)c1	-2%	-2%	-5%	3.7%	-16%[46.1 µM]	6%	-5%
CCOC(=O)c1sc2nc(C)cc(-c3ccccc3)c2c1N	19%	4%	-20%	0.0%	-22%	6%	0%
O=C(O)CC(NC(=O)C12CC3CC(CC(C3)C1)C2)c1ccc2c(c1)OCO2 (configuration not stated)	9%	1%	nt	1.3%	-6%	-2%	nt
O=C(Nc1cccc(NC(=O)c2cccs2)c1)c1ccc2c(c1)OCO2	0%	-3%	?	-1.4%	-10%	1%	1%
N#Cc1nc(-c2cccc3ccccc23)oc1N1CCCCC1	10%	-6%	-1%	-0.1%	-20%[46.1 µM]	8%[38.3 µM]	11%
O=C(CSc1cccc2cccnc12)N/N=C/c1ccc(O)cc1	-6%[9.22 µM]	8%	nt	-1.1%	0%	nt	nt
COc1cc(/C=C2/C(=N)N3C=CSC3=NC2=O)ccc1OCCCOc1c(C)cccc1C	13%	-12%	-12%	-2.3%	-11%[46.1 µM]	10%[38.3 µM]	-8%
Cc1ccccc1N1CCN(C(=S)c2ccc(-c3cccc([N+](=O)[O-])c3)o2)CC1	5%	11%	?	-8.6%	-4%	5%	0%
CCOC(=O)C1=C(C)NC(=O)N(C(C)=O)C1c1ccc(Cl)cc1 (configuration not stated)	-13%	5%	6%	-3.8%	?	11%[38.3 µM]	1%
CC1CN(C(=O)c2cc3cc(Cl)cc(Cl)c3oc2=O)CC(C)O1 (configuration not stated)	2%	5%	-1%	-1.0%	-3%[46.1 µM]	-9%	-2%
CCC(C)C(NC(=O)c1ccccc1NC(=O)c1ccccc1)C(=O)N1CCOCC1 (configuration not stated)	16%	-7%	-5%	1.0%	4%	0%	-4%
COCCOC(=O)c1cc(C(=O)c2cc(F)ccc2O)coc1=N	-11%	3%	-6%	-0.8%	-21%[46.1 µM]	-1%	6%
O=C(O)COc1ccc(/C=N/NC(=O)C2CCCN2S(=O)(=O)c2ccc(Cl)cc2)cc1 (configuration not stated)	-5%	0%	21%	-2.6%	-5%[46.1 µM]	24%[38.3 µM]	-1%
COC(=O)c1ccccc1N=Nc1c(C)n[nH]c1C	-21%[9.22 µM]	-4%	nt	0.1%	10%	nt	nt
CC(=O)NC(CC(=O)NCC(c1ccco1)N(C)C)c1ccccc1 (configuration not stated)	7%	3%	0%	-1.5%	-7%[46.1 µM]	15%[38.3 µM]	11%
CC1=C(C(=O)N2CCc3ccccc32)C2(CCC(C)CC2)OC1=O (configuration not stated)	12%	4%	?	-1.1%	-27%[46.1 µM]	-5%[38.3 µM]	-2%
Cc1nn(-c2ccccc2)c(C)c1/C=N/NC(=O)c1cc(C23CC4CC(CC(C4)C2)C3)[nH]n1	?	-1%	?	0.9%	-2%[46.1 µM]	9%	5%

Single records (already shown). Order of values: HTT aggregate | CBFb-RUNX1 inh | LMNA splice mod | Epigenetic reg | NPSR antag | IMPase Li inh | Luc counter
`O=C(O)CC(NC(=O)C12CC3CC(CC(C3)C1)C2)c1ccc2c(c1)OCO2` (configuration not stated) as listed: 9% | 1% | nt | 1.3% | -6% | -2% | nt
`CC1=NN(C(=O)CCCc2ccccc2)C(O)(C(F)(F)F)C1` (configuration not stated) as listed: 1%[9.22 µM] | 16% | nt | -1.3% | 8% | 2% | -7%
`COc1cc(/C=C2/C(=N)N3C=CSC3=NC2=O)ccc1OCCCOc1c(C)cccc1C` as listed: 13% | -12% | -12% | -2.3% | -11%[46.1 µM] | 10%[38.3 µM] | -8%

The listing picks up, starting 5 compounds before the break.
SMILES	HTT aggregate	CBFb-RUNX1 inh	LMNA splice mod	Epigenetic reg	NPSR antag	IMPase Li inh	Luc counter
O=C(O)COc1ccc(/C=N/NC(=O)C2CCCN2S(=O)(=O)c2ccc(Cl)cc2)cc1 (configuration not stated)	-5%	0%	21%	-2.6%	-5%[46.1 µM]	24%[38.3 µM]	-1%
COC(=O)c1ccccc1N=Nc1c(C)n[nH]c1C	-21%[9.22 µM]	-4%	nt	0.1%	10%	nt	nt
CC(=O)NC(CC(=O)NCC(c1ccco1)N(C)C)c1ccccc1 (configuration not stated)	7%	3%	0%	-1.5%	-7%[46.1 µM]	15%[38.3 µM]	11%
CC1=C(C(=O)N2CCc3ccccc32)C2(CCC(C)CC2)OC1=O (configuration not stated)	12%	4%	?	-1.1%	-27%[46.1 µM]	-5%[38.3 µM]	-2%
Cc1nn(-c2ccccc2)c(C)c1/C=N/NC(=O)c1cc(C23CC4CC(CC(C4)C2)C3)[nH]n1	?	-1%	?	0.9%	-2%[46.1 µM]	9%	5%
COc1cc(/C=N/Nc2cccc3cccnc23)cc(OC)c1O	-9%	-21%	nt	3.5%	-7%	13%	-3%
O=C(/C=C/Sc1ccc(C(F)(F)F)cn1)c1ccccc1	13%[9.22 µM]	6%	nt	1.5%	-49%	nt	nt
CC(CCc1ccccc1)NS(=O)(=O)c1ccccc1 (configuration not stated)	-14%	12%	5%	0.0%	4%[46.1 µM]	-6%[38.3 µM]	2%
COc1cccc(NC(=O)N2CCC(C(N)=O)(N3CCCCC3)CC2)c1	-2%	-1%	10%	-0.9%	2%[46.1 µM]	1%[38.3 µM]	-1%
O=C1CCC(=O)N1CCSC(=S)N1CCOCC1	-4%[9.22 µM]	7%	nt	6.2%	19%	nt	nt
O=C(CC1CCCC1)NCCc1cn2ccccc2n1	-9%	-5%	-5%	-1.1%	-1%[46.1 µM]	-5%[38.3 µM]	3%
COc1ccc(-c2coc3cc(OC4OC(CO)C(O)C(O)C4O)cc(O)c3c2=O)cc1 (configuration not stated)	nt	22%[21.7 µM]	nt	0.4%	nt	13%	-5%
CCOc1ccc(-n2nc(C(=O)NCCOC)c3ccccc3c2=O)cc1	-24%	4%	2%	0.0%	-22%[46.1 µM]	23%[38.3 µM]	5%
CC(=O)N1CCc2cc(N=NC3=C(O)CC(C)(C)CC3=O)ccc21	9%	-13%	?	1.3%	-23%	11%	-4%
COc1cc(-c2nc(-c3ccc(C)nc3OC)no2)cc(OC)c1OC	2%	1%	2%	0.0%	-3%[46.1 µM]	13%[38.3 µM]	-2%
Cc1ccc2cc3c(NC(=O)c4ccco4)nn(CC(C)C)c3nc2c1	-14%[9.22 µM]	?	?	?	-9%[46.1 µM]	1%[38.3 µM]	-2%
CCCC(=O)Nc1nc2ccc(NC(=O)c3cccnc3)cc2s1	9%	2%	?	6.2%	8%[46.1 µM]	-4%[38.3 µM]	-6%
Cc1c(Cc2ccccc2)sc(/N=C/c2c(O)ccc3ccccc23)c1C(N)=O	-21%	13%	?	13%	-2%	-15%	0%
Cc1cc(SCC(=O)c2cc(C)n(C)c2C)nc2ccccc12	34%	-10%	-8%	0.0%	-17%	5%	1%
CCCC(C)NC(=O)CSc1nc(-c2ccccc2)cn1N (configuration not stated)	-10%	4%	-7%[9.22 µM]	0.0%	15%	-1%	-4%
CC(=O)N1CCN(CC(=O)c2ccc(Br)cc2)CC1	2%	0%	3%	-1.9%	7%	9%	0%
CN(C)S(=O)(=O)N1CCN(S(=O)(=O)c2ccccc2)CC1	-18%	7%	0%	-1.0%	4%[46.1 µM]	26%[38.3 µM]	-1%
CSc1nn2c(C(F)(F)F)cc(C(F)(F)F)nc2c1C(N)=O	3%[9.22 µM]	27%	10%[46 µM]	0.0%	1%	nt	nt
Cc1c(N=C2SCC(=O)N2/N=C/c2ccccc2Cl)c(=O)n(-c2ccccc2)n1C	26%	-6%	-5%	1.8%	-16%[46.1 µM]	12%[38.3 µM]	-6%
COc1cccc(NC(=O)COc2ccc(N3CC(C(=O)NCC(C)C)CC3=O)cc2)c1 (configuration not stated)	?	5%	-5%	0.0%	2%[46.1 µM]	31%[38.3 µM]	1%
CCCN1CCN(c2ccc(S(N)(=O)=O)cc2[N+](=O)[O-])CC1	3%	1%	6%[46 µM]	4.1%	17%	16%	-2%
O=C(Nc1nnc(-c2ccco2)s1)C1CC1	-17%	4%	0%	-11%	6%[46.1 µM]	nt	nt
O=C(Nc1cccc(Cl)c1)OCCN1CCN(Cc2ccccc2)CCC1=O	-15%	19%	?	-1.6%&-2.0%	4%	32%&-5%[activator]	2%[39.9 µM]
Cc1ccccc1C(=O)N1CCC(C(=O)N2CCN(S(=O)(=O)c3ccccc3F)CC2)CC1	7%	-1%	nt	-3.8%	7%	0%	4%
O=C1C(Nc2ccccc2)=C2CCCC=C2N1c1ccccc1	7%	-2%	nt	-1.1%	-22%	22%	-4%
Cc1ccc(C)c(OCC(=O)Nc2nc3ccc([N+](=O)[O-])cc3s2)c1C	?	0%	13%	0.0%	-6%[46.1 µM]	6%[38.3 µM]	-5%
Cc1cccc(-c2nc3ccccc3c(=O)n2NC(=O)c2ccc([N+](=O)[O-])c(C)c2)c1	7%	4%	-13%	-1.0%	0%	4%	4%
Clc1ccc(-c2nnc(Sc3nc4ccccc4o3)c3ccccc23)cc1	5%	-9%	?	-0.1%	6%[46.1 µM]	-7%[38.3 µM]	1%
COC(=O)Nc1nnc(-c2ccccc2Cl)s1	-3%	-7%	-18%	-0.4%	-2%[46.1 µM]	-9%[38.3 µM]	1%
COc1ccc(C)cc1-n1c(SCC(=O)Nc2cc(C)on2)nc2ccccc2c1=O	23%[9.22 µM]	-1%	?	-0.8%[10.1 µM]	-25%	6%	1%
